RPL19A TOR yeast: modulators of TOR pathway RPL19A-GFP in S. cerevisiae; S. cerevisiae RPL19A-GFP strain, flow cytometry, 3 h; active compounds read low; percent response vs DMSO, % at 10 µM; 0.3% of 330,000 active; AID 2025;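 active = percent response vs DMSO below 50%; inconclusive = fewer than 70 events counted for the yeast strain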;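 note: median channel GFP fluorescence of the barcoded RPL19A-GFP strain; ratio of sample median GFP to plate DMSO average so 100% = DMSO; lower means less RPL19A-GFP as with rapamycin TOR inhibition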
LAP4 TOR yeast: alters LAP4-GFP fluorescence in TOR pathway yeast screen | 0.34% of 320,000 active | GFP response vs DMSO, % at 10 µM | S. cerevisiae LAP4-GFP multiplex, flow cytometry GFP, 3 h; median GFP as percent of DMSO wells;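 active = GFP response vs DMSO above a set limit, about the screen mean plus 3 SD, cut at about 150% in these data; inconclusive = under 70 cell events counted for the yeast strain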
procasp7 counter: counter-screen for procaspase-3 activators: activators of human procaspase-7; recombinant procaspase-7, Ac-DEVD-pNA absorbance 405 nm; D23A/D198A/D206A triple mutant, cannot self-cleave; scale: DMSO 0, 5 µM enzyme 100; activation, % at 8.5 µM; 0.093% of 330,000 active;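 active = percent activation above the screen-wide mean plus 3 SD, cut at about 25% in these data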
Target sequence (P55210 whole entry D23A/D198A/D206A): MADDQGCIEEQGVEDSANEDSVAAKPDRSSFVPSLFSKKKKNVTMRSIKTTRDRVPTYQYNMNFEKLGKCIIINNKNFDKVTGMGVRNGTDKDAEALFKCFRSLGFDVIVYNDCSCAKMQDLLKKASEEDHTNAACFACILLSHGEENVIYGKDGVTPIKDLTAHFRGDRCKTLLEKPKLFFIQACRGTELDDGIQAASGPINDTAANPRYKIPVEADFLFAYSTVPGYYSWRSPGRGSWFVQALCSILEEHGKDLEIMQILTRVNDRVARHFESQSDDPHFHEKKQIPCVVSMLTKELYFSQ
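signal = Epi-absorbance of released pNA at 405 nm, two timepoints | assay system = Uncleavable procaspase-7 mutant enzyme | reagent = Ac-DEVD-pNA substrate, 400 µM as added | times = 1 h enzyme–compound preincubation and 2 h substrate reaction, both 25 °C | benchmarks = low DMSO alone, high DMSO plus 5 µM PC-7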
Yeast superoxide: lowers age-related superoxide in aged yeast cells; S. cerevisiae aged cells, superoxide DHE fluorescence; active compounds read low; superoxide response (% of plate mean), % at 10 µM; 0.18% of 330,000 active; AID 2690;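 active = superoxide response under a set limit, about three screen SD below normal, cut at about 65% in these data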;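 note: yeast aged for seven days with compound at 30 °C before DHE staining; 100% = average MFI of all compound-treated wells on the plate with controls excluded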
JMJD2C inh: human JMJD2C demethylase inhibition | Q9H3R0 | AID 2099 | 0.069% of 330,000 active | inhibition, % at 2.35 µM | GST-JMJD2C(1-420) H3K9me3 demethylation, DELFIA europium;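 active = more than half of a compound's replicate wells show inhibition beyond 50%, single wells judged on their own value; inconclusive = some, but no more than half, of replicates pass 50% inhibition; inactive = no replicate passes 50% inhibition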;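 note: signal counts dimethyl H3K9 product captured on neutravidin plate; 0% = median of DMSO wells and 100% = 0.3 times that DMSO median; strong numbers were not always called active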
Target sequence (Q9H3R0 1-420 limits assumed): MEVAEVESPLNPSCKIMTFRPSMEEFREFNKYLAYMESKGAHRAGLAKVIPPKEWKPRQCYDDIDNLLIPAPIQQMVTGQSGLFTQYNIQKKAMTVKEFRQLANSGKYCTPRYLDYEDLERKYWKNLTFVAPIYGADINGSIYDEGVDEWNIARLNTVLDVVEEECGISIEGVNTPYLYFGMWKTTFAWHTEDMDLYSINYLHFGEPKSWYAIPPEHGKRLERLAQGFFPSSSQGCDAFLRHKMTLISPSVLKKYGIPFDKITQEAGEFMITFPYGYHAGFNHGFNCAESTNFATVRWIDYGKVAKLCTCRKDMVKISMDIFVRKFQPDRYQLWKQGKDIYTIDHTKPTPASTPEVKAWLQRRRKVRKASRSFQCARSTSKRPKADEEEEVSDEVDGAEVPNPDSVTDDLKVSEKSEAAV
proCasp3 act: activates human procaspase-3 | AID 463141 | recombinant procaspase-3 D3A, Ac-DEVD-pNA absorbance 405 nm | 0.11% of 330,000 active | activation, % at 8.5 µM;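 active = activation above the mean of all tested compounds plus 3 SD, cut at about 21% in these data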;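 note: 0% = DMSO alone and 100% = DMSO wells spiked with extra 5 µM PC-3 D3A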
Target sequence (P42574 whole entry D9A/D28A/D175A): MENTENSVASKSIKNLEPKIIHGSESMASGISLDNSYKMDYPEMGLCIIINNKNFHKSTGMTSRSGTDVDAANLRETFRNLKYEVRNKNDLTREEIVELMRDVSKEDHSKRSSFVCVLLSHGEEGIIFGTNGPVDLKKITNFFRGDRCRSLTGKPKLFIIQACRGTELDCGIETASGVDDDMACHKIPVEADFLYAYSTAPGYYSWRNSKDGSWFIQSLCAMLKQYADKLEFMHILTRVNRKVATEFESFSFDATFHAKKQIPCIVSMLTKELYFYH
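Assay system: Procaspase-3 D3A mutant, all three cleavage aspartates alanine. Buffer or medium: Zinc-free HEPES saline buffer with Triton X-100. Times: 1 h compound preincubation, 2 h substrate hydrolysis at 25 °C. Measured by: 405 nm absorbance of p-nitroaniline, reads at 0 and 120 min. Read-out basis: percent activation relative to control range. Replicates: singlicate.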
AHR activator: human AHR activation | P35869 | AHR-responsive luciferase reporter cells, luminescence | activation, % at 5 µM | 2.5% of 320,000 active; in the data active = activation above about 47%;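 note: 0% = vehicle wells and 100% = reference agonist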
MEP2 TOR yeast: alters MEP2-GFP fluorescence in TOR pathway yeast screen; S. cerevisiae MEP2-GFP strain, flow cytometry GFP, 3 h; 100% = DMSO control level; GFP response vs DMSO, % at 10 µM; 0.51% of 330,000 active;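 active = GFP response versus DMSO above a set limit, roughly screen mean plus 3 SD, cut at about 180% in these data; inconclusive = fewer than 70 cells counted for a yeast strain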;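 note: median GFP fluorescence of the barcode-gated MEP2-GFP cells per well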
The depositor's hits bear a star; [ ] = another dose, or the depositor's remark.

For CC(C)N(CCO)C(=O)CCc1nnc(CCCc2ccccc2)o1 the results were RPL19A TOR yeast 105.7, LAP4 TOR yeast 91.5, procasp7 counter 6.8, Yeast superoxide 92.4, JMJD2C inh -1.6, proCasp3 act 8.7, AHR activator 0.7 and MEP2 TOR yeast 104.5.
CCN(C(=O)COC(=O)/C=C/c1ccco1)C1CCCCC1 was read as RPL19A TOR yeast 100.7, LAP4 TOR yeast 95.6, procasp7 counter 1.0, Yeast superoxide 108.8, JMJD2C inh -9.7, proCasp3 act 1.1, AHR activator -1.7 and MEP2 TOR yeast 96.5.
`COc1cc(C(=O)Nc2ccc(S(=O)(=O)NC(C)C)cc2)cc(OC)c1OC` gave RPL19A TOR yeast 83.8, LAP4 TOR yeast 88.4, procasp7 counter -3.2, Yeast superoxide 91.3, JMJD2C inh 5.0, proCasp3 act 10.9, AHR activator 2.4 and MEP2 TOR yeast 94.2.
For Cc1sc2ncnc(N3CCC(C(=O)Nc4sc5c(c4C(N)=O)CCC(C)C5)CC3)c2c1C (stereo unspecified) the results were RPL19A TOR yeast 96.3, LAP4 TOR yeast 103.3, procasp7 counter 0.8, Yeast superoxide 105.4, JMJD2C inh 15.9, proCasp3 act 8.2, AHR activator 2.3 and MEP2 TOR yeast 103.5.
Screening CCn1cc(C(=O)NCC(OC)OC)c(=O)c2cc(S(=O)(=O)N3CCCC3)ccc21 returned RPL19A TOR yeast 91.3, LAP4 TOR yeast 89.2, procasp7 counter -4.2, Yeast superoxide 82.2, JMJD2C inh 22.6, proCasp3 act 6.6, AHR activator 0.7 and MEP2 TOR yeast 94.9.
Cc1cnc(C(=O)OCc2ccc(Br)cc2F)cn1 was read as RPL19A TOR yeast 101.4, LAP4 TOR yeast 110.1, procasp7 counter -3.4, Yeast superoxide 97.8, JMJD2C inh -7.0, proCasp3 act -1.3, AHR activator -0.7 and MEP2 TOR yeast 107.6.
CC1CCN(C(=O)CCc2nnc3ccc(N4CCC5(CC4)OCCO5)nn23)CC1 was read as RPL19A TOR yeast 99.7, LAP4 TOR yeast 103.4, procasp7 counter 14.1, Yeast superoxide 88.8, JMJD2C inh 9.5, proCasp3 act 10.9, AHR activator -1.3 and MEP2 TOR yeast 97.3.
Screening CCS(=O)(=O)N1Cc2ccccc2CC1C(=O)Nc1nc(C)cs1 (stereo unspecified) returned RPL19A TOR yeast 92.8, LAP4 TOR yeast 103.4, procasp7 counter 5.1, Yeast superoxide 98.2, JMJD2C inh -8.5, proCasp3 act 5.2, AHR activator 1.0 and MEP2 TOR yeast 94.6.
Screening O=C(C1=C[C@@H](c2ccc3c(c2)OCO3)C[C@@H](OCCCCO)O1)N1CCN(Cc2ccc3c(c2)OCO3)CC1 returned RPL19A TOR yeast inconclusive, LAP4 TOR yeast 83.9[may fluoresce red and violet], procasp7 counter 1.1, Yeast superoxide 87.8, JMJD2C inh 5.5, proCasp3 act 7.3, AHR activator 5.6 and MEP2 TOR yeast inconclusive.
O=C(Nc1ncccc1O)c1cc2ccccc2o1 was read as RPL19A TOR yeast 101.3, LAP4 TOR yeast 112.9, procasp7 counter -1.2, Yeast superoxide 102.4, JMJD2C inh -4.9, proCasp3 act -0.2, AHR activator 30.9 and MEP2 TOR yeast 98.1.
Cc1cccn2c(=O)c3cc(C(=O)NCCC4=CCCCC4)n(C)c3nc12 was read as RPL19A TOR yeast 30.2*[may fluoresce violet], LAP4 TOR yeast 82.6[may fluoresce violet], procasp7 counter 2.1, Yeast superoxide 90.2, JMJD2C inh -1.7, proCasp3 act -4.9, AHR activator -4.0 and MEP2 TOR yeast 124.3[may fluoresce violet].
NC(=O)COC(=O)c1ccccc1SCC(=O)NC1CCCCCCC1 was read as RPL19A TOR yeast 98.4, LAP4 TOR yeast 102.0, procasp7 counter -7.3, Yeast superoxide 92.0, JMJD2C inh 7.9, proCasp3 act -3.3, AHR activator 5.0 and MEP2 TOR yeast 99.7.
COc1ccccc1OCC(=O)Nc1ccccc1C(=O)NCc1cccnc1 was read as RPL19A TOR yeast 96.5, LAP4 TOR yeast 99.1, procasp7 counter -3.9, Yeast superoxide 102.7, JMJD2C inh -5.9, proCasp3 act 2.2, AHR activator 3.2 and MEP2 TOR yeast 105.0.
Screening CCOc1ccc(C(=O)/C=C/c2ccc(OC)c(OC)c2)cc1 returned RPL19A TOR yeast 92.5, LAP4 TOR yeast 110.3, procasp7 counter -2.5, Yeast superoxide 107.5, JMJD2C inh -4.4, proCasp3 act 8.4, AHR activator 3.8 and MEP2 TOR yeast 101.9.
For CCn1cc(S(=O)(=O)Nc2cc(C(=O)OC)ccc2C)cn1 the results were RPL19A TOR yeast 108.4, LAP4 TOR yeast 88.7, procasp7 counter -1.9, Yeast superoxide 98.0, JMJD2C inh 6.4, proCasp3 act 1.9, AHR activator 7.8 and MEP2 TOR yeast 102.2.
Screening Cc1nc(SCCO)c2oc3ccccc3c2n1 returned RPL19A TOR yeast 93.2, LAP4 TOR yeast 103.9, procasp7 counter 8.6, Yeast superoxide 114.1, JMJD2C inh 10.7, proCasp3 act -6.4, AHR activator 0.3 and MEP2 TOR yeast 96.5.
`COCCNC(=O)c1ccc2c(=O)n(CCCN3CCCC3=O)c(=S)[nH]c2c1` gave RPL19A TOR yeast 94.7, LAP4 TOR yeast 100.9, procasp7 counter 4.4, Yeast superoxide 95.1, JMJD2C inh 4.2, proCasp3 act 2.8, AHR activator -1.2 and MEP2 TOR yeast 99.6.
COc1ccc(-c2cnnc(N/N=C/C(C)=C/c3ccccc3)n2)cc1 was read as RPL19A TOR yeast 99.5, LAP4 TOR yeast 97.3, procasp7 counter 2.2, Yeast superoxide 101.1, JMJD2C inh 0.2, proCasp3 act -1.2, AHR activator 0.2 and MEP2 TOR yeast 99.1.
For Cc1ccc(/C=N/Nc2ncnc3nc[nH]c23)cc1 the results were RPL19A TOR yeast 96.9, LAP4 TOR yeast 106.2, procasp7 counter 9.4, Yeast superoxide 91.1, JMJD2C inh 1.9, proCasp3 act -0.1, AHR activator 115.2* and MEP2 TOR yeast 105.6.
Screening CC1(C)CC(=O)C(=C2SCCCS2)C(=O)C1 returned RPL19A TOR yeast 99.0, LAP4 TOR yeast 101.8, procasp7 counter -9.7, Yeast superoxide 95.3, JMJD2C inh -1.3, proCasp3 act -12.5, AHR activator -0.2 and MEP2 TOR yeast 101.5.
O=C(CSc1nc2nn(-c3ccccc3)c(=O)c-2c2n1CCCCC2)Nc1ccc(F)cc1F was read as RPL19A TOR yeast 101.7, LAP4 TOR yeast 101.2, procasp7 counter 3.6, Yeast superoxide 99.5, proCasp3 act -5.6, AHR activator 1.0 and MEP2 TOR yeast 101.1.
`Cc1cc(C)cc(NC(=O)COC(=O)COc2ccc(N(C)S(=O)(=O)c3cccs3)cc2)c1` gave RPL19A TOR yeast 97.9, LAP4 TOR yeast 94.8, procasp7 counter 7.4, Yeast superoxide 114.9, JMJD2C inh -2.4, proCasp3 act 6.0, AHR activator 0.1 and MEP2 TOR yeast 104.0.
CC(C)N(Cc1nc2ccccc2[nH]1)C(C)C was read as RPL19A TOR yeast 96.3, LAP4 TOR yeast 96.0, procasp7 counter 9.9, Yeast superoxide 81.9, JMJD2C inh 8.1, proCasp3 act 5.5, AHR activator 3.5 and MEP2 TOR yeast 95.8.
`CCCc1nc2ccccc2c(=O)n1CC(=O)c1ccccc1` gave RPL19A TOR yeast 103.8, LAP4 TOR yeast 102.3, procasp7 counter 5.8, Yeast superoxide 94.8, JMJD2C inh -11.6, proCasp3 act 10.6, AHR activator -0.4 and MEP2 TOR yeast 109.4.
Screening O=C(CSc1cccc2cccnc12)Nc1ccc(S(=O)(=O)N2CCOCC2)cc1 returned RPL19A TOR yeast 93.2, LAP4 TOR yeast 112.5, procasp7 counter -2.7, Yeast superoxide 86.4, JMJD2C inh -1.6, proCasp3 act 0.9, AHR activator 4.4 and MEP2 TOR yeast 91.9.
COc1ccc2c(c1)CC/C(=C\Nc1ccc3c(c1)OCO3)C2=O was read as RPL19A TOR yeast 104.0, LAP4 TOR yeast 117.1, procasp7 counter -40.1, Yeast superoxide 110.0, JMJD2C inh 1.3, proCasp3 act -15.1, AHR activator -2.3 and MEP2 TOR yeast 98.5.
Screening CCOc1ccc(CNCCN2CCCC2)cc1 returned RPL19A TOR yeast 103.7, LAP4 TOR yeast 93.8, procasp7 counter -0.2, Yeast superoxide 97.9, JMJD2C inh 1.2, proCasp3 act -1.9, AHR activator 1.2 and MEP2 TOR yeast 103.9.
Screening CCC(=O)c1ccc(OCCn2cnc3ccccc32)cc1 returned RPL19A TOR yeast 100.3, LAP4 TOR yeast 94.8, procasp7 counter -5.5, Yeast superoxide 118.0, JMJD2C inh 1.2, proCasp3 act -4.8, AHR activator 6.6 and MEP2 TOR yeast 152.4.
For CCOC(=O)COn1c(SCC(=O)OCC)nc2ccccc2c1=O the results were RPL19A TOR yeast 100.3, LAP4 TOR yeast 96.3, procasp7 counter 8.2, Yeast superoxide 89.2, JMJD2C inh 0.8, proCasp3 act 1.4, AHR activator 2.7 and MEP2 TOR yeast 104.2.
Screening N/C(=N\OC(=O)c1ccc2ccccc2c1)c1ccc(Br)cc1 returned procasp7 counter 10.3, Yeast superoxide 120.6, JMJD2C inh -2.9, proCasp3 act -4.8 and AHR activator 21.2.
For COc1ccc(OC)c(NC(=O)CSc2nnc(CNC(=O)c3cc(OC)c(OC)c(OC)c3)o2)c1 the results were RPL19A TOR yeast 97.3, LAP4 TOR yeast 87.8, procasp7 counter -0.2, Yeast superoxide 80.5, JMJD2C inh -0.2, proCasp3 act 8.2, AHR activator 0.7 and MEP2 TOR yeast 97.7.
`Cc1cc(C)cc(NC(=S)N2CCC(NC(=O)c3ccccc3C)CC2)c1` gave RPL19A TOR yeast 99.5, LAP4 TOR yeast 98.4, procasp7 counter -1.3, Yeast superoxide 101.5, JMJD2C inh 5.3, proCasp3 act 1.1, AHR activator 0.4 and MEP2 TOR yeast 104.0.
O=c1c2ccccc2ncn1CCCCOc1ccccc1F was read as RPL19A TOR yeast 95.4, LAP4 TOR yeast 81.2, procasp7 counter 2.3, Yeast superoxide 109.6, JMJD2C inh -5.2, proCasp3 act 11.0, AHR activator 1.4 and MEP2 TOR yeast 84.8.
Screening CCOC(=O)CN(C(=O)CNC(=O)c1cccs1)C(C(=O)NC1CCCCC1)c1cccs1 (stereo unspecified) returned RPL19A TOR yeast 97.3, LAP4 TOR yeast 97.0, procasp7 counter -6.7, Yeast superoxide 98.5, JMJD2C inh 115.8, proCasp3 act 6.8, AHR activator 3.4 and MEP2 TOR yeast 99.0.
For CCC(Oc1ccccc1)C(=O)Nc1ccsc1C(=O)OC (stereo unspecified) the results were RPL19A TOR yeast 96.7, LAP4 TOR yeast 103.8, procasp7 counter 0.0, Yeast superoxide 72.4, JMJD2C inh -0.8, proCasp3 act 2.8, AHR activator 0.6 and MEP2 TOR yeast 97.4.

Screening results as filed in PubChem BioAssay.
